Assay outcomes (PubChem)
Tau fibril ThT: qHTS for Inhibitors of Tau Fibril Formation, Thioflavin T Binding. Microtubule-associated protein tau (Homo sapiens), P10636. recombinant tau K18 P301L, heparin-induced fibrillization, ThT fluorescence. Potency, µM (top dose mostly 57.4 µM), without a hit: at the top dose activity, negative = inhibition, hits mostly inhibitors. actives 2.1% (n = 270,000). AID 1460, 2008; further: nearly all actives have a fitted effect of over 55% in size
Target sequence (P10636 561-689 P618L limits assumed): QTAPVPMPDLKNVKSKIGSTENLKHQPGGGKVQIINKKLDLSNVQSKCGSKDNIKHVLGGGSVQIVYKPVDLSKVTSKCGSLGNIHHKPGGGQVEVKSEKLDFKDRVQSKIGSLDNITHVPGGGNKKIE
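Aggregation was driven by heparin (20 uM final) acting on recombinant tau […] bearing P301L in 100 mM sodium acetate pH 7; fibrils were detected with Thioflavin T.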
Tau FP inhib: qHTS for Inhibitors of Tau Fibril Formation, Fluorescence Polarization; K18 P301L tau heparin fibrillization, Alexa594 FP, 6 h; Microtubule-associated protein tau (Homo sapiens), P10636; actives 0.39% (n = 280,000); Potency, µM (titrated, usually from 57.7 µM), for the others: top-dose activity, negative = inhibition, most hits filed as inhibitors; further: nearly all actives have a fitted effect of over 55% in size
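Human tau K18 […] P301L fragment, 15 uM unlabeled plus 0.24 uM Alexa 594-labeled tau (final), with compound and 20 uM heparin in 100 mM sodium acetate pH 7; 6 hr at 37 C, then Alexa 594 FP read.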
ALDH1A1 inh: qHTS Assay for Inhibitors of Aldehyde Dehydrogenase 1 (ALDH1A1). Purified ALDH1A1, NADH fluorescence, propionaldehyde substrate. Potency, µM (highest dose often 75.3 µM), without a hit: top-dose activity, negative = inhibition, most hits filed as inhibitors. actives 7.3% (n = 220,000). AID 1030, 2008; active means well fitted inhibition curve with a large enough effect, not every such curve was filed as active; inconclusive means small, poorly fitted or top-dose-only effect, or another doubt; inactive means no such curve, though single readings can be large or run the other way;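 further: plate controls were no enzyme wells and a reference inhibitor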
TRb SRC2 PPI: qHTS for Inhibitors of the Interaction of Thyroid Hormone Receptor and Steroid Receptor Coregulator 2; Potency, µM (series often up to 106 µM), without a hit: at the top dose activity change, negative = inhibition, most hits filed as inhibitors; actives 0.065% (n = 280,000); TRbeta-SRC2 peptide binding, fluorescence polarization; receptor liganded with 1 µM T3; Thyroid hormone receptor beta (Homo sapiens), P10828;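 further: plate controls were bound peptide for no effect and peptide without receptor for full effect; nearly all actives have a fitted effect of over 50% in size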
Target sequence (P10828 whole entry, looked up): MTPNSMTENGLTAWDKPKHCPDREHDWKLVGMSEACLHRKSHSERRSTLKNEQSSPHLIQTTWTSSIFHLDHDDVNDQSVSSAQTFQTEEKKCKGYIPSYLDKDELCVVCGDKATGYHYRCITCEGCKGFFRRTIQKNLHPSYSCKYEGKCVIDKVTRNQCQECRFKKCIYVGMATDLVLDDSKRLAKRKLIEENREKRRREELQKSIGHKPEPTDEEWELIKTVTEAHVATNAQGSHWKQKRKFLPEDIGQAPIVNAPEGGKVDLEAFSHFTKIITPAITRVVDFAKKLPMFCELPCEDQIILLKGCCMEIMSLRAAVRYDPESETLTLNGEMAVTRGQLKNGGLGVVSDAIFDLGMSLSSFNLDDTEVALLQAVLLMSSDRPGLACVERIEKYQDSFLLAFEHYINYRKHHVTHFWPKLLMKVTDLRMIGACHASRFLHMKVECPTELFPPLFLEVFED
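Decrease in fluorescence polarization of 20 nM Texas Red SRC2 coactivator peptide flagged inhibition of its binding to 0.6 uM TRb LBD; 1 uM T3 included, incubation 5 hr, ex 555/em 632 nm.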
L3MBTL1 block: qHTS Assay for the Inhibitors of L3MBTL1; AlphaScreen L3MBTL1–H3K9me1 peptide binding; Potency, µM (doses to about 57.1 µM), for the others: at the highest dose activity, negative = inhibition, hits mostly inhibitors; AID 485360, 2010; actives 0.66% (n = 230,000); Lethal(3)malignant brain tumor-like protein 1 (Homo sapiens), Q9Y468; further: nearly all actives have a fitted effect of over 60% in size
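AlphaScreen assay: L3MBTL1 (50 nM final) was preincubated 30 min at room temperature with biotinylated H3(1-15)K9me1 peptide (75 nM final), then 30 min with library compounds; streptavidin donor and nickel chelate acceptor beads (10 ug/mL final) added, 30 min dark.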
Tau fluor counter: Counterscreen qHTS for Inhibitors of Tau Fibril Formation, Fluorescence Polarization | tau K18 P301L (four-repeat tau fragment) Alexa594 fluorescence, heparin fibrillization | Potency, µM (highest dose often 57.7 µM), inactives show at the top dose activity change, negative = decrease | actives 0.93% (n = 280,000) | AID 1463, 2008; further: nearly all actives have a fitted effect of over 55% in size
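Human K18 P301L tau (15 uM unlabeled plus 0.24 uM Alexa 594-labeled, final) in 100 mM sodium acetate pH 7 was mixed with compound and 20 uM heparin and incubated 6 hr at 37 C.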
TR SRC2 fluor cs: Total Fluorescence Counterscreen for Inhibitors of the Interaction of Thyroid Hormone Receptor and Steroid Receptor Coregulator 2. TRb/SRC2 Texas Red total fluorescence interference. Potency, µM (series often up to 106 µM), for the others: top-dose fluorescence change, negative = quenching. actives 0.29% (n = 280,000). AID 1479, 2009; active means well fitted curve in either direction with a large enough effect; inconclusive means small, poorly fitted or top-dose-only effect
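Human TRβ ligand-binding domain (0.6 uM) and Texas Red SRC2 peptide (20 nM) in Tris buffer with 1 uM T3 and 5% DMSO were incubated with pinned compound for 5 hr at ambient temperature. Total fluorescence was computed as S + 2P (555/632 nm).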
GLA spleen mod: qHTS Assay for Inhibitors and Activators of Human alpha-Galactosidase From Spleen Homogenate; human spleen homogenate, 4MU-alpha-Gal fluorescence, 40 min; actives 0.008% (n = 240,000); AID 2107, 2009; Potency, µM (highest dose often 80 µM), for the others: at the top dose activity change, negative = inhibition, usual class: inhibitors;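 further: 0% = enzyme with vehicle and -100% = no enzyme basal signal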
Target sequence (P06280 32-429 limits assumed): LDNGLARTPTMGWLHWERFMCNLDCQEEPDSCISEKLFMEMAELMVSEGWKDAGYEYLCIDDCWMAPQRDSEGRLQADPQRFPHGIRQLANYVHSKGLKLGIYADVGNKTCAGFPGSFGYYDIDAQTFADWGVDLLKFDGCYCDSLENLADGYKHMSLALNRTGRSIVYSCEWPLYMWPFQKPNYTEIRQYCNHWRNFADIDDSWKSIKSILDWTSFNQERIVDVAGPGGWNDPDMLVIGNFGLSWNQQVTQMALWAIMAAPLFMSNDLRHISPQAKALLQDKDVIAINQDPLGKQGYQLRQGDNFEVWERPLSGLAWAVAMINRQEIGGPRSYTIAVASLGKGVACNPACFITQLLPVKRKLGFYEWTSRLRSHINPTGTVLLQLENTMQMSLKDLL
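Spleen homogenate 1 ug + cpd (titration) + 4-MU-alpha-D-galactopyranoside 1 mM; 37C 40 min; 50 mM citrate/phosphate pH 5.0, 0.01% Tween-20; stop pH 10; fluorescence 365/440; AC50 via Hill.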
An asterisk follows results filed as active; u = inconclusive; x = not tested or not shown; & = joins results of further samples; [ ] = dose if it differs, or a comment. Unless noted, the call rests on the fitted dose curve; in most records, active means well fitted curve in the direction sought with a large enough effect; inconclusive means small, poorly fitted or top-dose-only effect, or another doubt; inactive means no such curve, though single readings can be large; an effect the other way counts as inactive or inconclusive. Unless noted, on the % scale 0 is the no-effect control and ±100 the full control effect; potency means the concentration at half of the fitted maximal effect.

SMILES	Tau fibril ThT	Tau FP inhib	ALDH1A1 inh	TRb SRC2 PPI	L3MBTL1 block	Tau fluor counter	TR SRC2 fluor cs	GLA spleen mod
COc1cc(NC(=O)N2CCc3c(sc4c3CCCC4)C2c2ccccc2)cc(OC)c1OC (stereo unspecified)	-11%	14%	x	0%	x	-26%	-1%	x
Brc1ccc(COn2ccnc2)cc1	-7%	3%	-2%	3%	-1%	-3%	-3%	-1%
O=C(NC(=S)Nc1ccc(CN2CCCCC2)cc1)c1ccco1	1%	5%	u	-3%	-1%	4%	-2%	-9%
Cc1cc(C)nc(NC(=O)COc2cc(Cl)cc(Cl)c2)n1	-10%	-2%	14%	-2%	x	-3%	-5%	7%
COC(=O)c1ccc(C2Nc3cccc4cccc(c34)N2)cc1	14µM*	u	-3%	-2%	u	14µM*[quencher]	-6%	12%
CCOc1cc(CNCc2ccccn2)cc(Cl)c1OC	-16%	-7%	-3%	-5%	-14%	-7%	-6%	-1%
O=C(N/N=C/c1ccc([N+](=O)[O-])o1)C1CC1	-18%	-4%	-2%	-1%	u	-6%	-4%	-8%
CCOC(=O)CSc1nnc(Cn2c(=O)sc3ccccc32)n1C	-3%	6%	7%	5%	14%	-3%	-1%	-3%
Cc1noc(C)c1-c1cc(NCc2ccccc2)ncn1	-5%	-6%	5%	-1%	x	-10%	-4%	11%
COc1ccc(OC)c(CCNC(=O)c2cnn(-c3ccccc3Cl)c2C2CCN(C(=O)OC(C)(C)C)CC2)c1	-15%	14%	x	-3%	x	-13%	-3%	x
CCCS(=O)(=O)N1CCN(C(=O)c2cccnc2)CC1	5%	4%	5%	2%	11%	9%	1%	-1%
Cc1nc(C)c(-c2ccc(SCC(=O)Nc3cccc(C)c3C)nn2)s1	-9%	9%	x	3%	x	2%	1%	x
OCCN1CCN(C(=S)Nc2ccc(SC(F)F)cc2)CC1	0%	-7%	-1%	0%	x	-3%	1%	3%
COc1ccc(-c2ccc(C(C)=O)cc2)cc1[C@H]1[C@@H]2C=CCC[C@@]2(C)C(=O)N1Cc1ccccc1	-6%	1%	x	-1%	x	6%	-2%	9%
O=C(Cc1ccc2c(c1)CCCC2)Nc1ccccc1Cl	-7%	-3%	13µM*	-9%	-8%	-1%	-4%	12%
O=C(CCN1C(=O)/C(=C/c2ccc(F)cc2)SC1=S)NNC(=O)c1cccnc1	-5%	16%	18%	-4%	-2%	4%	-2%	-5%
O=C1c2sc3nc4ccccc4n3c2C(=O)N1c1ccccc1Cl	28µM*	u	16µM*	-3%	x	-29%	-4%	8%
CCN(CC)S(=O)(=O)c1cc(Br)c(C)cc1OC	0%	-8%	11%	-1%	x	-7%	-1%	2%
C=CCc1cccc(OC)c1OCCOCCNCCO	3%	-2%	u	-3%	x	-3%	0%	-3%
C=CCOC(=O)CCC(=O)Nc1cc(OC)nc(OC)n1	-8%	-1%	u	12%	38%[activator]	-14%	0%	-6%
CCc1nnc(NC(=O)CC(=O)Nc2ccccc2C(=O)O)s1	-8%	5%	10%	-3%	3%	3%	-3%	1%
O=C(CN1CCN(Cc2ccc3c(c2)OCO3)CC1)Nc1ccc2c(c1)OCO2	-6%	u	u	-17%	x	-7%	2%	-10%
Cc1ccc(/C=C(\C#N)C(=O)NCc2ccco2)o1	-2%	-4%	u	-2%	x	-2%	1%	0%
COC(=O)c1ccc(NC(=S)N2CCN(Cc3ccccc3)CC2)cc1	-2%	2%	u	x	-5%	-4%	x	-1%
Cc1cccc(NC(=S)NC2CC3CCCC(C2)N3Cc2ccccc2)c1C (stereo unspecified)	-7%	-6%	-10%	4%	-22%	-7%	-2%	-4%
SMILES	Tau fibril ThT	Tau FP inhib	ALDH1A1 inh	TRb SRC2 PPI	L3MBTL1 block	Tau fluor counter	TR SRC2 fluor cs	GLA spleen mod
CC(=O)c1cccc(NS(=O)(=O)N2CCCCC2)c1	-5%	-3%	0%	-5%	-4%	-7%	1%	6%
COC(=O)c1sc(N2C(=O)C(O)=C(C(=O)c3ccc(C)o3)C2c2ccc(F)cc2)nc1C (stereo unspecified)	u	-7%	u	-1%	0%	-12%	-4%	-1%
CC(=O)Nc1ccc(NC(=O)C(C)OC(=O)C2CCN(S(=O)(=O)c3cccs3)CC2)cc1 (stereo unspecified)	3%	-20%	x	1%	-1%	-3%	2%	1%
COC(=O)C1C2C=CC3(CN(C4CCCC4)C(=O)C13)O2 (stereo unspecified)	-4%	0%	8%	-3%	9%	-6%	0%	-5%
O=C(CCn1c(=S)oc2ccccc21)Nc1cccc(O)c1	-6%	-5%	u	5%	x	-17%	-3%	-18%
CCn1c(C)cc(/C=C2\NC(=O)N(Cc3ccc(Cl)cc3)C2=O)c1C	u	-2%	u	-7%	-16%	-22%	-1%	-1%
COC(=O)CNC(=O)COC(=O)c1cc(SC)ccc1Cl	3%	9%	-4%	-6%	5%	5%	-1%	0%
CCOC(=O)c1noc2nc(C)n(CC(=O)NC(C)CC)c(=O)c12 (stereo unspecified)	2%	-4%	x	5%	x	4%	-1%	x
COc1ccc(C[C@@H]2CN3C(=NC[C@@H]3Cc3ccc(O)cc3)N2C[C@H](C)NC(=O)CCC2CCCCC2)cc1	-7%	0%	x	7%	x	-13%	5%	3%
COc1ccc(NC(=O)c2c(C)oc3ccc(O)c(CN4CCN(Cc5ccccc5)CC4)c23)cc1Cl	-9%	-10%	x	-6%	x	u	-8%	x
Cc1cccc(-c2cnn(-c3cccc([N+](=O)[O-])c3)c2N)c1	u	8%	-14%	-1%	x	u	-2%	23%
COc1ccccc1OCc1ccc(C(=O)n2nc(C)c(Cl)c2C)o1	-15%	-8%	-8%	1%	32%[activator]	-12%	-1%	-1%
Nc1nnc(CC(=O)N/N=C/c2ccc(-c3ccc(Cl)cc3Cl)o2)s1	-8%	-3%	x	4%	x	-1%	-1%	-4%
c1ccc(Cn2nnc3c(N4CCc5ccccc54)ncnc32)cc1	1%	5%	u	5%	17%	-2%	-2%	24%
Cc1ccc(S(=O)(=O)NCCSCc2ccccc2)cc1	u	5%	8%	-2%	-3%	-20%	-1%	9%
NC(=O)Nc1ccc(Oc2ncc(C(F)(F)F)cc2Cl)cc1	3%	5%	-1%	-1%	11%	-13%	-1%	-19%
CCC(=O)N1CC2(CC(c3cccc(NC(=O)CC(c4ccccc4)c4ccccc4)c3)=NO2)C[C@H]1C(N)=O (stereo partly specified)	2%	-1%	x	-1%	x	-12%	-2%	3%
NC(=O)CSc1nc2ccccc2n1Cc1ccccc1F	-6%	-10%	u	-2%	0%	-2%	5%	0%
CCO/C(C)=N/n1c2nc3ccccc3nc2c2c(=O)n(CC(C)C)c(C)nc21	-6%	8%	25µM*	-7%	0%	3%	-1%	-17%
COc1cccc(C(=O)N(Cc2nc(-c3ccc(C)cc3)no2)C(C)C)c1	-8%	2%	u	-7%	u	-14%	-6%	1%
CCOc1cc(/C=C(\C#N)C(=O)Nc2ccccc2[N+](=O)[O-])ccc1OCc1cccc2ccccc12	4%	4%	0%	4%	-24%	-1%	-1%	-1%
CCN(CC1COc2ccccc2O1)C(=S)Nc1ccc(F)cc1 (stereo unspecified)	-4%	-2%	-15%	0%[53 µM]	10%	-18%	0%[53 µM]	5%
Cc1ccc(NC(=O)CNc2ccc(OC(C)C)cc2)c(C)c1	u	-1%	4.5µM*	-7%	0%	-15%	0%	-7%
COc1ccc(C(=O)Nc2cccnc2)cc1C(=O)Nc1cccnc1	-9%	6%	9%	-5%	29%	-4%	-9%	8%
COc1ccc(OC(=O)c2cccc(S(=O)(=O)N3CCCC3)c2)cc1	-5%	6%	-6%	2%	0%	-12%	-1%	4%

Some of the entries above, reformatted:
compound,Tau fibril ThT,Tau FP inhib,ALDH1A1 inh,TRb SRC2 PPI,L3MBTL1 block,Tau fluor counter,TR SRC2 fluor cs,GLA spleen mod
CCOc1cc(/C=C(\C#N)C(=O)Nc2ccccc2[N+](=O)[O-])ccc1OCc1cccc2ccccc12,4%,4%,0%,4%,-24%,-1%,-1%,-1%
Nc1nnc(CC(=O)N/N=C/c2ccc(-c3ccc(Cl)cc3Cl)o2)s1,-8%,-3%,x,4%,x,-1%,-1%,-4%
CCCS(=O)(=O)N1CCN(C(=O)c2cccnc2)CC1,5%,4%,5%,2%,11%,9%,1%,-1%
OCCN1CCN(C(=S)Nc2ccc(SC(F)F)cc2)CC1,0%,-7%,-1%,0%,x,-3%,1%,3%

Next section
SMILES	Tau fibril ThT	Tau FP inhib	ALDH1A1 inh	TRb SRC2 PPI	L3MBTL1 block	Tau fluor counter	TR SRC2 fluor cs	GLA spleen mod
Cc1nc(NS(=O)(=O)c2ccc(Br)cc2)c2c3c(sc2n1)CCC3	u	-2%	13µM*	9%	0%	-14%	1%	5%
CC1CCN(c2nc3ccccn3c(=O)c2C=O)CC1	-3%	11%	-9%	8%[53 µM]	2%	6%	-2%[53 µM]	-2%
Cc1cc(C)c(NS(=O)(=O)c2ccc3c(c2)NC(=O)CC(=O)N3)c(C)c1	-3%	6%	13%	2%	6%	-3%	-2%	2%
CCOc1ccccc1C1C(C(N)=O)=C(C)Nc2nc(-c3ccccc3Cl)nn21 (stereo unspecified)	-1%&1%	7%&0%	9%	-10%&8%	-3%	0%&-5%	3%&-3%	0%
O=C(CNC(=O)C(c1ccccc1)c1ccccc1)N/N=C/c1cccnc1	-9%	2%	u	-9%	45%[activator]	-11%	-7%	-9%
Cc1nn(CCc2nn[nH]n2)c2nc(-c3ccc(Br)cc3)cc(C(F)(F)F)c12	-4%	u	u	0%	-5%	11%	-1%	5%
O=C1NC(=O)/C(=C/c2ccc(O)cc2)S1	-11%	2%	-2%	4%	x	-1%	-3%	-6%
COc1ccc(CCNC(=O)Cn2nc(C)n3c(cc4occc43)c2=O)cc1OC	3%	2%	x	7%	x	0%	-4%	x
CCC(CO)NC(=O)c1ccc(-c2nn(C)c(=O)c3ccccc23)cc1 (stereo unspecified)	-11%	-2%	12%	5%	x	-7%	-2%	20%
